ERAP1 inh: blocks human ERAP1 aminopeptidase activity. recombinant ERAP1, Leu-AMC fluorescence, 60 min. inhibition, % at 10.7 µM. hit rate 0.15% among 340,000. Q9NZ08;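 active = mean replicate inhibition of at least 30%, or all replicates individually reaching that 30% level; inactive = mean below 30% and not every replicate reaching it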;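 also: 0% = neutral control wells and 100% = L-leucinethiol positive control wells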
DENV2 CPE rescue: DENV2-induced cell death inhibition. CPE inhibition, % at 9.99 µM. hit rate 1.7% among 350,000. DENV2-infected cells, cytopathic effect rescue, plate reader; in the data active = CPE inhibition above about 20%, passing the limit was not always enough; inconclusive = no clear call, values can overlap the other calls; tested in BHK-21 cells;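 also: 0% = median of neutral control wells and 100% = median of positive control wells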
F508del corr: CFTR F508del correction in bronchial cells. CFBE cells, YFP halide quenching; stimulated with forskolin plus potentiator P3; % fluorescence drop versus neutral controls. activity (quench increase), % at 7.58 µM. hit rate 0.36% among 350,000;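 active = mean added fluorescence quench of at least 8% versus neutral control, with both replicates also reaching 8%; inconclusive = only one of the mean or replicate conditions met; inactive = mean below 8% and not both replicates reaching 8%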;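 also: cells transiently co-express mutant CFTR-F508del with the halide-sensitive YFP; corrector assay measuring rescue of mutant channel to the surface after 24 h compound exposure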
Casp6 inh: caspase-6 (human) enzyme inhibition; inhibition, % at 12.5 µM; purified caspase-6, Z-VEID-R110 cleavage fluorescence; P55212; hit rate 0.53% among 350,000; AID 686996;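 active = mean inhibition across replicates at least about 35%, with every replicate also reaching that limit, limit read from the data; inconclusive = only one of the two criteria met; inactive = neither criterion met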;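 also: 0% = median of neutral control wells and 100% = no fluorescence left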
Target sequence (P55212 24-179 limits assumed): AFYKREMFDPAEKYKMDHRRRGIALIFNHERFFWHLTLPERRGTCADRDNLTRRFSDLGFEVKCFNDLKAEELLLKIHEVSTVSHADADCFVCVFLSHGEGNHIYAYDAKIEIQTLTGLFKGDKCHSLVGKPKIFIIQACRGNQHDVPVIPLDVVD
Target sequence (P55212 194-293 limits assumed): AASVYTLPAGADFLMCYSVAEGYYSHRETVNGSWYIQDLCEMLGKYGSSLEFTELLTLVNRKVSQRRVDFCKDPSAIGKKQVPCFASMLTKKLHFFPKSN
SIRT5 inh: sirtuin-5 (human) deacylase inhibition. Purified SirT5, succinyl-peptide AMC, trypsin-coupled fluorescence. AID 652115. Q9NXA8. hit rate 1.1% among 330,000. inhibition, % at 15 µM; in the data active = inhibition above about 15%; inconclusive = no clear call, values can overlap the other calls
Target sequence (Q9NXA8 whole entry, looked up): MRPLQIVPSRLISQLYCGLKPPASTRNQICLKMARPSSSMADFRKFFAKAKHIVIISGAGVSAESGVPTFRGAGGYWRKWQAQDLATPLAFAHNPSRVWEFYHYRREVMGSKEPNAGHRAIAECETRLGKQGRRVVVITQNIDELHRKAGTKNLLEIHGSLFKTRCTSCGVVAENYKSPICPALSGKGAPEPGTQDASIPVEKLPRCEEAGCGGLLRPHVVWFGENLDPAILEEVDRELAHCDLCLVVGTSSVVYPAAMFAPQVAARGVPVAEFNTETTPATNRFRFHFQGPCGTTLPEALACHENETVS
ERp5 inh: blocks human ERp5 reductase activity on insulin; Q15084; ERp5 insulin aggregation, absorbance 650 nm, 90 min; inhibition, % at 9.99 µM; hit rate 0.05% among 350,000; AID 651711;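 active = mean replicate inhibition above about 25%, with every replicate also reaching it, limit read from the data, passing the limit was not always enough; inconclusive = only one of those two criteria met; inactive = neither criterion met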
Target sequence (Q15084 whole entry, looked up): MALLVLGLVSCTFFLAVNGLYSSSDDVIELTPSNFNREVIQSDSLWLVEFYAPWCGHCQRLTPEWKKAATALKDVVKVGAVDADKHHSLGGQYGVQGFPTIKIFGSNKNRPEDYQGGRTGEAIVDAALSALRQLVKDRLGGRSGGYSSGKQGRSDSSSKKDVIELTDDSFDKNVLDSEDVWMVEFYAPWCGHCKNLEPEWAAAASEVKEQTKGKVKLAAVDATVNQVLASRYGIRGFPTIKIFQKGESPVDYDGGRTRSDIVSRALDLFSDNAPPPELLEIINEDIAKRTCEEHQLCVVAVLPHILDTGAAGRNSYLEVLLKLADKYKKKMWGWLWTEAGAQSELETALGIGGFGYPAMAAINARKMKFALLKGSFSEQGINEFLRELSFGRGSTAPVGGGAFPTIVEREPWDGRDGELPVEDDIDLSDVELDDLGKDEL
miR-122 sensor: inhibitors of miR-122 in Huh7 cells. Huh7 miR-122 Renilla luciferase sensor, 48 h; neutral wells = 0, positive control = 100. activation (reporter increase), % at 12.5 µM. hit rate 0.3% among 340,000. AID 602342;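 active = mean replicate activation score at least 90 and every replicate individually at or above 90; inconclusive = only one of the two criteria met; inactive = neither criterion met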;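 also: higher luciferase means less miR-122 activity so hits act as miR-122 inhibitors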
Starred values were filed as active, the others as inactive; ? = inconclusive; nt = no result given; & = joins results of further samples; [ ] = remark or other dose. An unsorted share of the library; 4% or so of the library scored in one or more.

structure | ERAP1 inh | DENV2 CPE rescue | F508del corr | Casp6 inh | SIRT5 inh | ERp5 inh | miR-122 sensor
Cc1ccc(NC(=O)CN2C(=O)C(C)Oc3ccccc32)nc1 (configuration not stated) | 0 | -4 | -1.3 | 3 | -1 | -6 | -5
CN1CCN(CCCNC(=O)c2ccc(/C=C3\Sc4ccccc4N(Cc4ccc(F)cc4)C3=O)cc2)CC1 | 1 | 7 | 0.8 | -141 | 0 | -6 | -10
COc1ccc(/C(C)=N/N2C(=O)c3ccccc3NC2c2ccc(O)c(OC)c2)cc1 (configuration not stated) | 0 | 2 | 0.4 | 0 | -1 | 9 | 7
CCN1CCN(c2cc(C)c3cc(NC(=O)c4cnccn4)ccc3n2)CC1 | -2 | 8 | 0.2 | -12 | 3 | 2 | -9
COc1ccc(C(=O)NCc2ccccc2CN2CCCC2)cc1S(=O)(=O)N1CCOCC1 | 1 | -3 | 2.6 | -4 | 0 | -5 | 0
S=C(NC1CCCCC1)N1CCn2cccc2C1c1ccncc1 (configuration not stated) | -1 | -3 | 1.4 | -4 | nt | 1 | nt
C[C@@H]1CN([C@@H](C)CO)C(=O)c2cc(NC(=O)Nc3ccc4c(c3)OCO4)ccc2O[C@@H]1CN(C)S(=O)(=O)c1ccc(Cl)cc1 | -1 | -2 | -0.5 | -2 | -17 | -6 | 36[16.7 µM]
O=C(NCc1cccnc1)c1cc(-c2ccco2)on1 | 4 | 10 | 0.7 | 3 | -2 | 10 | 6
c1cc(CN2CCN(C3CCCCCC3)CC2)ccn1 | 0 | -1 | -4.7 | -4 | -1 | 2 | 0
COc1ccc(/C=N/Nc2nc(C)nc(N)n2)cc1 | -2 | 4 | -3.3 | -5 | 8 | 0 | 2

Following part.
structure | ERAP1 inh | DENV2 CPE rescue | F508del corr | Casp6 inh | SIRT5 inh | ERp5 inh | miR-122 sensor
Cn1cnc(S(=O)(=O)N2CC[C@@H]3[C@H]2c2cc(-c4cccc(F)c4)ccc2N[C@@H]3CO)c1 | -2 | ? | 1.1 | 2 | -5 | -1 | 10[16.7 µM]
Cc1nn(C2CCS(=O)(=O)C2)c(C)c1CN(C)C(=O)c1ccc(S(=O)(=O)N(C)C)cc1 (configuration not stated) | -1 | 16 | -0.1 | -1 | -1 | nt | -14
COc1cccc(N=Nc2c(N)[nH]n3c(=O)c4c(nc23)CCCC4)c1 | 5 | -5 | -2.2 | 3 | -4 | 9 | -1
CCCN(Cc1cc2cc(OC)ccc2[nH]c1=O)C(=O)c1ccco1 | -1 | -1 | -2.1 | 3 | -4 | 2 | 5
COc1ccccc1C(=O)NC(=O)COC(=O)c1ccc(Br)o1 | -1 | 11 | -8.8 | -4 | -2 | -8 | nt
COCCN(C(=O)COC(=O)c1cc2ccccc2cc1OC)c1c(N)n(Cc2ccccc2)c(=O)[nH]c1=O | 5 | -7 | -0.8 | 0 | -5 | -1 | -7
Oc1ccc(C[C@H]2CNC(=S)N2CC2CCCN2C[C@H](Cc2ccc(O)cc2)N2C[C@H](Cc3ccccc3)N(CCc3ccccc3)C2=S)cc1 (some centres not stated) | 8 | 15 | 4.6 | 1 | 1 | 1 | 5
Cc1nn(CC(=O)NC2C(=O)N3C(C(=O)O)=C(CSc4nnnn4C)CSC23)cc1Br (configuration not stated) | -3 | ? | -2.4 | nt | -9 | -6 | nt
CN(C(=O)CN1CCN(c2cc(-c3ccc(-c4ccccc4)cc3)ncn2)CC1)c1ccccc1 | 4 | 0 | 1.7 | 2 | -3 | 4 | -21
CCN(C(=O)CCc1nnc2ccc(N3CCC4(CC3)OCCO4)nn12)c1ccccc1 | -2 | -3 | -3.9 | 0 | -2 | -7 | -1

The listing continues:
structure | ERAP1 inh | DENV2 CPE rescue | F508del corr | Casp6 inh | SIRT5 inh | ERp5 inh | miR-122 sensor
C[C@@H]1CN([C@H](C)CO)S(=O)(=O)c2ccc(-c3ccc(C(=O)N(C)C)cc3)cc2O[C@H]1CN(C)C(=O)C1CCC1 | -2 | 11 | 0.4 | 0 | -1 | 2 | -13[16.7 µM]
Cc1ccc(NC(=S)NC(=O)c2ccc(Br)o2)c(C)c1 | -2 | 1 | 2.2 | -1 | -2 | 2 | 0
CCc1cc2c(C)ccc(C)c2nc1SCC(=O)Nc1c(C)[nH]c(=O)[nH]c1=O | 1 | 0 | 3.0 | -1 | -1 | -5 | 4
CC1CCCC(C)N1CCCNC(=O)CCn1c(=O)c2cccn2c2cccnc21 (configuration not stated) | 1 | -4 | 0.4 | -18 | -1 | -2 | -1
CCOC(=O)C(=CNNc1cccc(Cl)c1)C(=O)OCC | 2 | -2 | -1.5 | -3 | -4 | nt | 0
O=C(COC(=O)c1ccc2c(c1)C(=O)N(Cc1ccco1)C2=O)NCC(F)(F)F | -3 | -2 | 2.4 | 1 | -4 | 3 | -2
COc1ccc(CCNCC(O)COc2ccc(OC)cc2C(C)(C)C)cc1 (configuration not stated) | 4 | 2 | 0.4 | 2 | -5 | 6 | -3
Cc1ccc(S(=O)(=O)N(C)C[C@H]2Oc3c(NC(=O)c4ccncc4)cccc3C(=O)N([C@@H](C)CO)C[C@H]2C)cc1 | -2 | -1 | -2.0 | -1 | 0 | 10 | -3[16.7 µM]
COc1ccc(-c2cc(-c3ccccc3)c(C#N)c(SCC(=O)O)n2)cc1 | 10 | -1 | -1.9 | 1 | -8 | -1 | -3
CCOc1ccc(OCC(=O)OCC(=O)N2CCN(C(=O)c3ccco3)CC2)cc1 | 3 | -3 | 0.6 | 10 | 0 | -7 | nt

(cont.)
structure | ERAP1 inh | DENV2 CPE rescue | F508del corr | Casp6 inh | SIRT5 inh | ERp5 inh | miR-122 sensor
COc1ccc(S(=O)(=O)Nc2ccc3c(c2)C(=O)N([C@@H](C)CO)C[C@@H](C)[C@@H](CN(C)Cc2ccccc2)OCCCC[C@@H](C)O3)cc1 | nt | -15 | 1.3 | nt | nt | nt | -10[16.7 µM]
CCC(=O)N/C(=N/c1nc(C)cc(C)n1)Nc1cccc(OC)c1 | 1 | 0 | -1.9 | 2 | -6 | 8 | -2
COc1cc(CN2C[C@@H](CO)O[C@@H](n3cnc4c(N5CCOCC5)ncnc43)C2)cc(OC)c1OC | -3 | ? | 5.0 | -4 | -5 | 3 | 2
Fc1cccc(/C=N/Nc2cc(N3CCOCC3)ncn2)c1 | 4 | ? | -2.5 | -3 | 1 | 2 | 2
CCc1csc(N2[C@H](C#N)[C@@H](c3ccc(-c4ccc(F)cc4)cc3)[C@H]2CO)n1 | 0 | -14 | 2.0 | 1 | -6 | 10 | nt
CS(=O)(=O)c1ccc(C(=O)OCC(=O)NCc2cccs2)cc1[N+](=O)[O-] | 1 | 0 | 0.9 | 1 | -2 | 16 | 4
CC(C)(O)C#Cc1ccc([C@@H]2[C@@H](CO)N3CCCCN(C(=O)c4cccnc4)C[C@H]23)cc1 | 0 | -12 | 0.0 | 1 | 3 | -4 | 0[16.7 µM]
CCOc1ccc(CCNc2ccc3nnc(-c4ccccc4)n3n2)cc1OCC | 5 | -4 | 0.9 | 1 | 6 | 8 | -21
Cc1ccc(OCC(=O)Nc2ccccc2F)cc1 | 2 | 9 | -0.5 | 0 | 3 | 3 | -4
CCOC(=O)c1c(C2CC2)csc1NC(=O)COC(=O)c1cnc(Cl)c(Cl)c1 | -2 | -9 | nt | 0 | 0 | 2 | nt

The results go on:
structure | ERAP1 inh | DENV2 CPE rescue | F508del corr | Casp6 inh | SIRT5 inh | ERp5 inh | miR-122 sensor
CC(C)NC(=O)N(C)C[C@@H]1OCCCC[C@@H](C)Oc2ccc(NS(=O)(=O)c3ccc(F)cc3)cc2C(=O)N([C@@H](C)CO)C[C@H]1C | 1 | -9 | -1.8 | 0 | -6 | 2 | -5[16.7 µM]
CN(C)c1ccc2c(c1)[C@H]1C[C@H](CC(=O)NCc3ccc(Cl)cc3)O[C@H](CO)[C@H]1O2 | -1 | 8 | 2.1 | -7 | 16* | 0 | -4[16.7 µM]
O=C(c1cccc(C(F)(F)F)c1)C1CCCN(C(=O)CCCN2CCCC2=O)C1 (configuration not stated) | -8 | nt | 2.0 | -1 | -1 | -2 | 7
NC(=O)c1ccc(-n2nc(C(F)(F)F)c3c2CCCC3)cc1 | 5 | -3 | nt | -1 | 1 | -10 | nt
C[C@@H]1CN([C@H](C)CO)C(=O)c2cc(C#CC3(O)CCCC3)cnc2O[C@H]1CN(C)Cc1ccncc1 | 1 | -3 | 1.2 | -4 | -5 | -1 | 2[16.7 µM]
COc1cccc(N(C(=O)c2snc(C(N)=O)c2N)C(C(=O)NCC2CCCO2)c2ccc(F)cc2)c1 (configuration not stated) | 7 | 6 | 2.7 | 1 | -12 | 0 | nt
COc1cc(C2Nc3c(F)cccc3C3C=CCC32)cc(Br)c1OC (configuration not stated) | nt | -10 | 1.1 | 1 | -3 | 4 | -5
CCOCCCNC(=O)C1CCC(CNS(=O)(=O)c2ccc(OC)cc2)CC1 (configuration not stated) | -1 | 1 | nt | -2 | 6 | 2 | nt
O=C(NNS(=O)(=O)c1ccccc1)c1ccccc1-n1cccc1 | 4 | 6 | 0.1 | 3 | -6 | -2 | -2
C/C(=N/NC(=O)CNC(=O)CCc1ccccc1)c1ccc(Cl)cc1 | 10 | 6 | -0.9 | 0 | 1 | -1 | nt

Exported with two lines to a compound: part of the list above.
Values run as follows: ERAP1 inh, DENV2 CPE rescue, F508del corr, Casp6 inh, SIRT5 inh, ERp5 inh, miR-122 sensor
> O=C(NNS(=O)(=O)c1ccccc1)c1ccccc1-n1cccc1
→ 4, 6, 0.1, 3, -6, -2, -2
> C/C(=N/NC(=O)CNC(=O)CCc1ccccc1)c1ccc(Cl)cc1
→ 10, 6, -0.9, 0, 1, -1, nt

(continued)
structure | ERAP1 inh | DENV2 CPE rescue | F508del corr | Casp6 inh | SIRT5 inh | ERp5 inh | miR-122 sensor
CO[C@H](CN(C)S(=O)(=O)c1ccc(F)cc1)[C@@H](C)CN(C(=O)Nc1ccccc1F)[C@H](C)CO | -2 | ? | 0.4 | 1 | -2 | 3 | nt
O=C1S/C(=C\c2ccc(N3CCOCC3)o2)C(=O)N1Cc1c(F)cccc1Cl | 0 | 4 | 4.2 | 1 | -8 | 7 | -4
CO[C@H]1CN(C)C(=O)c2ccc(NC(=O)C3CC3)cc2OC[C@@H](C)N(C(=O)NC(C)C)C[C@@H]1C | 2 | -2 | 0.7 | -6 | -3 | -1 | nt
COc1ccc(-c2nc(N)c(C#N)c(-c3cccnc3)c2C)cc1 | -5 | -2 | -4.5 | 0 | -4 | 1 | 3
COc1ccc(CNS(=O)(=O)c2ccc(F)c(C(=O)Nc3ccccc3OC)c2)cc1 | -1 | 2 | -2.8 | nt | -5 | -2 | nt
COC(=O)Cn1c(=O)c2c(nc(Br)n2CC(=O)OC)n(C)c1=O | -3 | -4 | 1.5 | 1 | -1 | 5 | -16
O=C(/C=C/c1ccccc1)N1CCN(Cc2nc3ccccc3c(=O)[nH]2)CC1 | 4 | -3 | -0.8 | -2 | 2 | 5 | nt
O=C([C@@H]1[C@@H](CO)[C@@H]2Cn3c(cccc3=O)[C@@H]2N1CC1CCCC1)N1CCc2ccccc2C1 | -1 | -5 | nt | 0 | -2 | -6 | nt
CSc1nsc(SCC(=O)Nc2ccc(Cl)c(C(=O)O)c2)n1 | -23 | 15 | 0.1 | 4 | 2 | 2 | -3
CC(C)CC(=O)Nc1ccc2c(c1)nc(CCN1CCOCC1)n2C | -2 | -4 | nt | -2 | -1 | -2 | nt

Additional structures:
structure | ERAP1 inh | DENV2 CPE rescue | F508del corr | Casp6 inh | SIRT5 inh | ERp5 inh | miR-122 sensor
Cc1cccc(NC(=O)CSc2nnc(CNC(=O)c3ccc(S(=O)(=O)N(C)C)cc3)n2-c2ccc(F)cc2)c1 | -1 | -20 | -1.7 | 0 | 0 | -7 | -7
O=C(N=C1c2ccccc2CN1c1ccc(F)c(F)c1)c1cccnc1 | 15 | -1 | -2.7 | 8 | -2 | 4 | nt
COc1cccc(S(=O)(=O)N(C)C[C@@H]2OCc3cnnn3CCCC(=O)N([C@H](C)CO)C[C@H]2C)c1 | -4&3 | ? | -4.9&-0.6 | 1&2 | -1&0 | -3&-3 | 1
Cc1ccc(-c2nc3ccccc3c(=O)n2N)cc1 | nt | 2 | 2.7 | 0 | 0 | 0 | 0

From PubChem
